Bioassay records: PubChem BioAssay, National Center for Advancing Translational Sciences (NCATS)
PGK inhibitor = inhibitors of T. brucei phosphoglycerate kinase; P07378; PGK/GAPDH coupled, Kinase-Glo luminescence, 60 min; Potency, µM (doses to about 57.5 µM), for inactives: top-dose activity change, negative = inhibition, actives largely listed as inhibitors; 380,000 tested, 0.043% active; also: potency is read from the fitted curve at half-maximal effect; % is scaled to controls: 0 for no effect and ±100 for the full control effect; nearly all actives have a fitted effect of over 60% in size
Target sequence (P07378 whole entry, looked up): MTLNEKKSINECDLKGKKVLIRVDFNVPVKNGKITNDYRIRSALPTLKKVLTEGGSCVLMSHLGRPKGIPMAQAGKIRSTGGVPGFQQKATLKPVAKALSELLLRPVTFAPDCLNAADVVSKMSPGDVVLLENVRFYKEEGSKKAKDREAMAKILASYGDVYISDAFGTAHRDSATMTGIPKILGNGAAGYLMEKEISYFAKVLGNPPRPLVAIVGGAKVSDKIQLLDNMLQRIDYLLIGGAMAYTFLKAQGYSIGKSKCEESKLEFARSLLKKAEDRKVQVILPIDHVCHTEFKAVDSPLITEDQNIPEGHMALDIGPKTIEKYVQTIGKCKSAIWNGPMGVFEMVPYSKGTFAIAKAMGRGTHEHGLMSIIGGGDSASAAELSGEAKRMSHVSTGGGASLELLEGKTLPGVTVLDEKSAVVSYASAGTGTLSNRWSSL
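Recombinant glycosomal PGK reaction used 1,3-bisphosphoglycerate generated in-well by GAPDH (100nM final) in 100mM TEA pH 7.6, 5mM MgCl2, 0.01% Tween-20. After 60 minutes at room temperature, ATP was read by Kinase-Glo Plus luminescence end-point.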
GLS inh = blocks human kidney-isoform glutaminase activity. O94925. GLS enzymatic activity, qHTS titration. Potency, µM (series often up to 45.5 µM), for the others: top-dose activity change, negative = inhibition, most hits filed as inhibitors. 410,000 tested, 0.21% active. AID 624170; also: potency is read from the fitted curve at half-maximal effect; % is scaled to controls: 0 for no effect and ±100 for the full control effect
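hKGA in 45 mM KH2PO4 (pH 8.2), 0.02% Tween-20 with compound, then 1mM L-Glutamine (stock as added) plus glutamate oxidase/HRP/Amplex red coupling mix. Fluorescence read initially and after 30 min at RT; signal change reflects glutamate formation.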
PI4K2A inh = PI4K2A (human) kinase inhibition. AID 1346378. purified PI4K2A, ADP-Glo luminescence, 1 h; stronger effect = lower value. 420,000 tested, 0.13% active. Q9BTU6. activity change, negative = inhibition, % at 76.9 µM; in the data active = activity change below about -50%; inconclusive = mostly about -30% to -49%;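 also: -100% = wells without enzyme as full effect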
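In this quantitative HTS, ADP production by PI4K2A was quantified luminescently after 1 h at ambient temperature; 100 microM adenosine served as plate-quality control.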
BAZ2B inh = inhibitors of human BAZ2B bromodomain; Q9UIF8; AlphaScreen BAZ2B-H3K14Ac peptide displacement; Potency, µM (highest dose often 114 µM), for the others: at the highest dose activity change, negative = inhibition, usual class: inhibitors; 360,000 tested, 4.4% active; AID 504333; also: potency is read from the fitted curve at half-maximal effect; % is scaled to controls: 0 for no effect and ±100 for the full control effect; nearly all actives have a fitted effect of over 60% in size
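In this displacement format the biotinylated H3(5-23) peptide acetylated at Lys14 serves as ligand at 50 nM, with BAZ2B at 50 nM in PBS pH 7.4 containing 0.01% Tween-20. Donor and acceptor beads are 10 ug/mL final.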
HP1b chromo inh = blocks HP1-beta chromodomain binding to methylated histone tails; P83916; AlphaScreen HP1-beta / biotin-H3K9me3 peptide binding; Potency, µM (series often up to 114 µM), inactives show at the top dose activity change, negative = inhibition, actives largely listed as inhibitors; 390,000 tested, 0.56% active; AID 540317; also: potency is read from the fitted curve at half-maximal effect; nearly all actives have a fitted effect of over 70% in size; inactives centre near 23
Target sequence (P83916 whole entry, looked up): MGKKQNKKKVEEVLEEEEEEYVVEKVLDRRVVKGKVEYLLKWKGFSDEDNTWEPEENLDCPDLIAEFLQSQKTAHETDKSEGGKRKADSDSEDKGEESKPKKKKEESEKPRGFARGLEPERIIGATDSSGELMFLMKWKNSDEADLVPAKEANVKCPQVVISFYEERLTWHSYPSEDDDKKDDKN
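Compound inhibition of the preformed complex between 50 nM HP1-beta and 50 nM biotinylated H3K9me3 peptide was read by AlphaScreen. Buffer was PBS pH 7.4 with 0.01% Tween-20. Incubations ran 30 min at room temperature, with 10 ug/mL donor/acceptor beads.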
G9a inh = inhibitors of human histone lysine methyltransferase G9a; Q96KQ7; G9a H3K9 monomethylation, AlphaScreen, 2 h; Potency, µM (highest dose often 102 µM), without a hit: at the highest dose activity, negative = inhibition, usual class: inhibitors; 350,000 tested, 8.8% active; also: potency is read from the fitted curve at half-maximal effect; % is scaled to controls: 0 for no effect and ±100 for the full control effect; nearly all actives have a fitted effect of over 75% in size
Target sequence (Q96KQ7 913-1193 limits assumed): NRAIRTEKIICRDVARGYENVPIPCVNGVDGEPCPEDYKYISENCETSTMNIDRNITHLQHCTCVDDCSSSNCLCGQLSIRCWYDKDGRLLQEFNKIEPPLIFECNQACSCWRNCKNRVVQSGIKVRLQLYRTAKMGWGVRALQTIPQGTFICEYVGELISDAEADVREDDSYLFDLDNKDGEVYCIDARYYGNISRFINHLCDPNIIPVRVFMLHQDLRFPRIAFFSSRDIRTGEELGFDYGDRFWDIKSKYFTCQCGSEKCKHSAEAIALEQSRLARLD
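AlphaScreen read-out: biotin-H3K9 peptide (500 nM) methylation by 20 nM enzyme with 20 uM SAM, 2 h at room temperature after 15 min compound preincubation; anti-monomethyl H3K9 antibody plus donor/acceptor beads, 10 min dark.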
Pin1 inhibitor = human Pin1 inhibition; Q13526; Pin1 FP peptide displacement, HiFluor488, 10 min; Potency, µM (series often up to 115 µM), without a hit: at the highest dose activity, negative = inhibition, usual class: inhibitors; 390,000 tested, 0.009% active; AID 504891; active = well fitted inhibition curve with a large enough effect in the polarisation, with a control signal flat, not every such curve was filed as active; inconclusive = small, poorly fitted or top-dose-only effect, or effect the other way, or a change in a side signal; inactive = no such curve, though single readings can be large or run the other way; the % refers to the polarisation; also: potency is read from the fitted curve at half-maximal effect; % is scaled to controls: 0 for no effect and ±100 for the full control effect
Target sequence (Q13526 whole entry, looked up): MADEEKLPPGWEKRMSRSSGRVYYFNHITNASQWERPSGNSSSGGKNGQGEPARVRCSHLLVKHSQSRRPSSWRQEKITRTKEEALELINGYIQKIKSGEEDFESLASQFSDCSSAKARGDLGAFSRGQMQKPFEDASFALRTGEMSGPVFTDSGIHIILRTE
JMJD2A Tudor = inhibitors of human JMJD2A Tudor domain. O75164. AlphaScreen JMJD2A-Tudor / H3K4me3 peptide binding. Potency, µM (doses to about 114 µM), for inactives: at the top dose activity change, negative = inhibition, actives largely listed as inhibitors. 390,000 tested, 4.4% active. AID 504339; also: potency is read from the fitted curve at half-maximal effect; % is scaled to controls: 0 for no effect and ±100 for the full control effect; nearly all actives have a fitted effect of over 50% in size
ERG-DNA inh = blocks human ERG Ets domain binding to DNA | P11308 | fluorescence polarization, His-ERG Ets domain / labelled DNA | Potency, µM (titrated, usually from 76.9 µM), for the others: at the top dose FP activity, negative = inhibition, actives largely listed as inhibitors | 370,000 tested, 0.028% active; active = well fitted inhibition curve with a large enough effect in the polarisation, with a control signal flat; inconclusive = small, poorly fitted or top-dose-only effect, or effect the other way, or a change in a side signal; inactive = no such curve, though single readings can be large or run the other way; the % refers to the polarisation;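 also: polarization taken with two DNA probes labelled with fluorescein and Texas red; potency is read from the fitted curve at half-maximal effect; % of control where 0% means no effect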
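His-tagged ERG Ets domain (1 uM in the protein solution; 300mM KCl, 50mM Tris-HCl, 1mM EDTA, 1mM DTT, pH 7.5) received compound, then a probe mix of 5 nM fluorescein-DNA and 100nM Texas-615-DNA. Fluorescence polarization was read for both dyes.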
Numbers without * were called inactive; i = inactive; ? = inconclusive; nt = no result given; & = joins results of further samples; [ ] = remark or other dose. Unless noted, calls follow the shape of the dose curve; as a rule, active = well fitted curve in the direction sought with a large enough effect; inconclusive = small, poorly fitted or top-dose-only effect, or another doubt; inactive = no such curve, though single readings can be large; an effect the other way counts as inactive or inconclusive.

SMILES | PGK inhibitor | GLS inh | PI4K2A inh | BAZ2B inh | HP1b chromo inh | G9a inh | Pin1 inhibitor | JMJD2A Tudor | ERG-DNA inh
Cc1cc(=O)[nH]c2ccc(S(=O)(=O)NCc3ccccc3)cc12 | -7% | -3% | -3 | -14% | 30% | 11% | -6% | 5% | 5%
Cc1ccc(NC(=O)c2oc3ccccc3c2NC(=O)c2cc3ccccc3o2)cc1 | i | 3% | 3 | 25% | 111%[activator] | 32%[59 µM] | 5% | -8% | 2%
Oc1ccc(Br)cc1Cn1nnc2ccccc21 | -2% | 13% | 0 | -4% | 40%[activator] | 37% | -12% | 5% | -5%
COc1ccc(OCC(=O)OCC(=O)Nc2cc(S(=O)(=O)N3CCOCC3)ccc2Cl)cc1 | -3% | -1% | 2 | nt | 21% | nt | -13% | -15% | 5%
O=C(CC1NCCNC1=O)Nc1ccccc1F (stereo unspecified) | -8% | 0% | 1 | -19% | 42%[activator] | 43%[59 µM] | -2% | -4% | 0%
COC(=O)c1c(C)oc2ccc(N(C(C)=O)S(=O)(=O)c3ccccc3)cc12 | -4% | -18% | -2 | -27% | 29% | -1% | 0% | -20% | 4%
Cn1cc(S(=O)(=O)N2CCC(Cc3ccccc3)CC2)c(=O)n(C)c1=O | i | -1% | -4 | 0% | 26% | -2% | 0% | -1% | -1%
Cc1nn(C)c(C)c1CCNC(=O)Nc1ccccc1C(F)(F)F | 8% | -11% | 2 | -9% | 35% | 1%[59 µM] | 0% | -7% | 2%
CCOC(=O)C1CCN(C(=O)c2cc3ccc(OC)cc3[nH]2)CC1 | -5% | -15% | 8 | 1% | 14% | 2% | 0% | -10% | -16%
CCC(C)NC(=O)C1c2ccccc2C(=O)N1Cc1ccc(OC)cc1OC (stereo unspecified) | i | 8% | -1 | 9% | -3% | 30% | 1% | -12% | 1%
C=C(C)CNC(=S)NNC(=O)CCn1c2ccccc2c2ccccc21 | 7% | -11% | 2 | -5% | 24% | -10% | -3% | -18% | 6%
O=C1CNC(=S)N1CCCc1ccccc1 | -4% | 9% | 0 | 1% | 59%[activator] | 13% | -12% | 8% | 6%
C#CCOCCOCCOCCNc1nc(N2CCN(C(=O)CCCCCCCCCCNC(=O)[C@@H](CCSC)n3cc(CCO)nn3)CC2)nc(N2CCN(C(=O)CCCCCCCCCCNC(=O)[C@H](CCCN=C(N)N)n3cc(C[C@@H](C)CC)nn3)CC2)n1 | -2% | 2% | -1 | 50µM* | -32% | -15%[2.33 µM] | 244%[activator] | 45µM* | 18%
CCS(=O)(=O)NCCCc1ccccc1 | -6% | 3% | -1 | 22% | 26% | 25%[59 µM] | 2% | -7% | -8%
C=C(c1ccc(O)cc1)c1ccc(O)cc1 | -6% | 25% | -5 | 3% | -27% | ? | 1% | -20% | 5%
COc1ccc(Cc2c(O)nc(SCC(=O)NC(C)(C)C)[nH]c2=O)cc1 | -3% | 7% | 3 | -2% | 21% | nt | -4% | -5% | -7%
CC(=O)N1CCc2c(sc3c2c(=O)n(CCc2ccccc2)c(=O)n3Cc2ccc(F)cc2)C1 | 3% | -4% | -1 | -31% | 5% | -44%[59 µM] | 44%[activator] | -31% | 3%
Cc1ccc(C(=O)N/C(=C\c2ccc(Br)cc2)c2nc(=S)[nH][nH]2)cc1 | nt | 4% | 2 | ? | -18% | 15% | ? | 45µM* | nt
Cc1nc2ccc(S(=O)(=O)Nc3cccc(-c4nc5cccnc5s4)c3)cc2s1 | -2% | 5% | 0 | -31% | 10% | ? | 6% | -31% | 5%
COc1cc(NC(=O)c2cccs2)c(C(=O)OCC(=O)NCc2ccccc2)cc1OC | 8% | 10% | 1 | -3% | 27% | ? | 1% | -4% | -2%
O=C(CCC1N=C2c3ccccc3N=C(SCc3ccccc3Cl)N2C1=O)NCc1cccs1 (stereo unspecified) | -11% | 0% | -2 | 4% | 27% | -1%[59 µM] | 11% | -15% | 0%
COc1ccccc1NC(=O)COc1cccc(-n2cnnn2)c1 | -5% | 6% | 4 | nt | 28% | 6%[59 µM] | -8% | -13% | -3%
CCOC(=O)c1cccc(NC(=O)C2COc3ccc(OC)cc3C2)c1 (stereo unspecified) | 7% | 6% | 2 | ? | 19%[57 µM] | -6%[59 µM] | 0% | -29% | -2%
O=C(CSC1=Nc2ccccc2C2=NC(Cc3ccccc3)C(=O)N12)Nc1cccc(Cl)c1 (stereo unspecified) | -5% | ? | -1 | -13% | 21% | -2%[12.7 µM] | 17% | -17% | -1%
Cc1ccc(/C=C(\NC(=O)c2ccccc2)C(=O)N2CCCCC2)cc1 | -8% | -5% | 19 | -24% | 31% | ? | -5% | -16% | 4%
SMILES | PGK inhibitor | GLS inh | PI4K2A inh | BAZ2B inh | HP1b chromo inh | G9a inh | Pin1 inhibitor | JMJD2A Tudor | ERG-DNA inh
COc1ccc(C(=O)NCC(C)(C)CNC(=O)c2ccc(OC)cc2)cc1 | 4% | 1% | 4 | nt | 24% | nt | 7% | -1% | 0%[15.4 µM]
CCn1c(SCC(=O)c2ccc3c(c2)OCCO3)nnc1-c1ccco1 | i | -10% | 15 | -21% | 15% | -28%[12.7 µM] | 1% | ? | -6%
CCOC(=O)N1CCN(c2nc(C)c3c(n2)CC(C)CC3=O)CC1 (stereo unspecified) | 0% | 4% | 1 | -7% | 15% | 3% | -3% | -30% | 4%
CC(=O)c1cccc(NC(=O)CN2C(=O)c3ccccc3C2=O)c1 | -1% | -4% | 2 | ? | 23% | 3% | -4% | -22% | 0%
O=C(Nc1ccccc1C(F)(F)F)N1CCN(c2ccc3nncn3n2)CC1 | 2% | 4% | -1 | -3% | 30% | ? | 1% | -3% | -3%
CC(=O)Nc1ccc(NS(=O)(=O)c2cc(C)sc2C)cc1 | i | 7% | -7 | -7% | 19% | 16%[59 µM] | 7% | -8% | -4%
COc1cccc(C2CC(C(F)(F)F)n3ncc(C(=O)NC(C)(C)C)c3N2)c1 (stereo unspecified) | -3% | 28% | 0 | 3% | -2% | -5% | 2% | -10%[57.1 µM] | -2%
CCCCSc1nnc(CCNC(=O)OC(C)(C)C)o1 | i | 0% | -1 | -9% | 6% | 17% | -7% | -9% | -4%
Cc1cc(SCC(=O)NCc2ccc(F)cc2)nc(=O)[nH]1 | -4% | 0% | 0 | 3% | 48%[activator] | 5%[59 µM] | -2% | 14% | 0%
O=C(Nc1ccc(C(F)(F)F)cc1)c1cc(S(=O)(=O)NC2CCCCC2)ccc1F | 3% | 1% | -2 | 5% | 36% | 16%[59 µM] | -1% | -10% | 0%
CC(C)C(OC(=O)c1nsc(Cl)c1Cl)C(=O)NCC1CCCO1 (stereo unspecified) | i | 2% | -3 | -13% | 63%[activator] | 8% | -1% | -4% | 12%
CCN(CC)C(=O)CC(c1ccc2c(c1)OCO2)c1c(OC)cc(OC)c2c(-c3ccccc3)cc(=O)oc12 (stereo unspecified) | 7% | -5% | -3 | ? | -2%&12% | -1%[59 µM] | ? | ? | 1%
COc1ccc(N2CCN(C(=O)CN(Cc3ccccc3)S(C)(=O)=O)CC2)cc1 | -1%[11.5 µM] | 22% | 1 | -28% | 11% | 50µM* | -3% | -21% | nt
Cc1ccc2nsnc2c1S(=O)(=O)N1CCN(Cc2ccc3c(c2)OCO3)CC1 | -10% | 5% | -1 | ? | 1% | ? | 0% | -31% | nt
CCSc1nc2c(c(-c3ccc(C)o3)c1C#N)CCCC2 | i | 0% | 9 | 10% | 58% | ? | 18% | 84%[activator] | -14%
C#CCOCCOCCOCCNc1nc(N2CCN(C(=O)[C@H](CCC(=O)O)n3cc([C@@H](N)[C@H](C)CC)nn3)CC2)nc(N2CCN(C(=O)[C@H](CCC(=O)O)n3cc([C@@H](N)CC(N)=O)nn3)CC2)n1 | -1% | -1% | -3 | nt | 20% | nt | 7% | 56µM* | -3%
O=S(=O)(c1ccc(Oc2ccc3oc4ccccc4c3c2)nc1)N1CCCC1 | -13% | 0% | -2 | 0% | 55%[activator] | 6%[59 µM] | -1% | 13% | -23%
Cc1cc(C)cc(CN2CCC(Oc3ccc(C(=O)N4CCCC4)cc3)CC2)c1 | -4% | -1% | -5 | -31% | 39%[activator] | -1%[12.7 µM] | -18% | -23% | 15%
CCCC(=O)Nc1cccc(S(=O)(=O)N(C)c2ccccc2)c1 | i | -3% | 4 | -1% | 16% | -12%[59 µM] | 1% | -3% | -12%
CCCc1c(C(=O)N/N=C/c2cccc(OCc3ccc(F)cc3)c2)nnn1-c1nonc1N | -3% | -5% | 2 | ? | 38% | 18% | -8% | -11% | -5%
Cc1cc(SCC#N)n2nc(C)c(-c3ccccc3)c2n1 | 7% | 5% | 5 | 29% | 17% | 83%[activator][59 µM] | 0% | -13% | -4%
CCOCCCN1C(=O)CN(C2CCCCC2)C(=O)C1c1ccc(OC)c(OC)c1 (stereo unspecified) | 1% | -13% | 6 | -4% | 40%[activator] | -5% | -4% | 0% | -2%
CCC1(CC)Cc2ccccc2C(N)=C1C#N | 1% | -1% | -3 | -8% | 14% | ? | -5% | -11% | -1%
COc1ccc(-c2c3c(=O)n(C)c(=O)n(C)c3cn2-c2ccccc2O)cc1 | i | 67%[activator] | -2 | ? | -8% | ? | -5% | 3%[11.4 µM] | -2%
Nc1cccnc1Oc1ccccc1F | 0% | 0% | 1 | -5% | 1% | 9% | -11% | -10% | 0%
